HTT aggregate – inhibitors of mutant huntingtin aggregate formation in PC12 cells; PC12 HttQ103-GFP aggregates, Acumen cytometry, 40 h; Potency, µM (series often up to 46.1 µM), for the others: at the highest dose activity change, negative = inhibition, hits mostly inhibitors; 220,000 compounds, 1.1% hits; further: potency means the concentration at half of the fitted maximal effect; on the % scale 0 is the no-effect control and ±100 the full control effect; nearly all actives have a fitted effect of over 60% in size
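Compounds (qHTS titration) were added to PC12 cells expressing an ecdysone-driven HTT exon 1 Q103–GFP fusion after induction with 100 nM tebufenozide. Aggregate formation was measured as GFP objects in cell lysates.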
IMPase Li cell – IMPase inhibition in cells with lithium potentiation; 210,000 compounds, 0.35% hits; AID 1457; Potency, µM (series often up to 59.4 µM), inactives show at the highest dose activity, negative = IMPase inhibition, most hits filed as inhibitors; CHO-M1 cells, IP1 TR-FRET (IP-One), carbachol + lithium;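 further: IP1 builds up when IMPase is blocked and the TR-FRET signal falls; potency means the concentration at half of the fitted maximal effect; plate controls were basal vehicle for no effect and high inhibitor control for full effect; nearly all actives have a fitted effect of over 50% in size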
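CHO-M1, 2000 cells/well, 16–30 h culture; cpd + low Li+, 30 min 37C; lysis with d2-IP1/Eu-anti-IP1 Ab, 10 min RT; TR-FRET 665/620 ratio and 620 channel; AC50 via Hill.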
Epigenetic derep – epigenetic control regulation, reporter derepression. murine LDR cells, GFP reporter derepression, 30 h. Potency, µM (highest dose often 53.9 µM), for the others: at the highest dose GFP activation, actives largely listed as activators. 280,000 compounds, 0.2% hits; further: potency means the concentration at half of the fitted maximal effect; % of control where 0% means no effect; nearly all actives have a fitted effect of over 60% in size
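Murine LDR cells carrying a silenced, genomically integrated CMV-driven GFP reporter were exposed to compound for 30 hours at 37 C. After PBS washes, GFP-positive cells (20–120 um objects) were counted by laser-scanning microplate cytometry.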
L3MBTL1 block – inhibitors of human L3MBTL1; Q9Y468; AlphaScreen L3MBTL1–H3K9me1 peptide binding; Potency, µM (highest dose often 57.1 µM), inactives show at the highest dose activity, negative = inhibition, actives largely listed as inhibitors; 230,000 compounds, 0.66% hits; further: potency means the concentration at half of the fitted maximal effect; on the % scale 0 is the no-effect control and ±100 the full control effect; nearly all actives have a fitted effect of over 60% in size
Target sequence (Q9Y468 whole entry, looked up): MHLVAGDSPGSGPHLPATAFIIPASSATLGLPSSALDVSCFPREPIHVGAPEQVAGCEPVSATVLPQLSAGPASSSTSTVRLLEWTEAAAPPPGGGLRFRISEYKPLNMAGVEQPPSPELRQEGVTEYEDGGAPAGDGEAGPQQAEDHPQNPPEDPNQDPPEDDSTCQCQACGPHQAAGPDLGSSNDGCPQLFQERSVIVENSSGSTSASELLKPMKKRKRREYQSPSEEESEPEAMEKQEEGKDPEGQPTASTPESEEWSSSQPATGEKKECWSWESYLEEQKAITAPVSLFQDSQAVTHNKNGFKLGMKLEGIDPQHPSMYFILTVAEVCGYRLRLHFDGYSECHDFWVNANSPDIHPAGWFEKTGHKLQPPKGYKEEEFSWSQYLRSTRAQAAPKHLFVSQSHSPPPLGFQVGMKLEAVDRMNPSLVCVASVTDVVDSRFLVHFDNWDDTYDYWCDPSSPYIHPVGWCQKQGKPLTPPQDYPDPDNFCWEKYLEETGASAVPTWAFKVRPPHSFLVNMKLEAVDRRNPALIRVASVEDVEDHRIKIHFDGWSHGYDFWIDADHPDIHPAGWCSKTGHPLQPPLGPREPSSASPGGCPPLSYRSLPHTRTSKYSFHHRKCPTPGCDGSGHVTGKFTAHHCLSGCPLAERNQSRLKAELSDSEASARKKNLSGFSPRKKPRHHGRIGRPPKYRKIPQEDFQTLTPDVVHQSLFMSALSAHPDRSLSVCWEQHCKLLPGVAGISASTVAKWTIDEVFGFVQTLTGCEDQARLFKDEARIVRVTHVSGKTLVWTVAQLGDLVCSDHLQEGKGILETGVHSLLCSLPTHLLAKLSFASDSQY
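AlphaScreen assay: L3MBTL1 (50 nM final) was preincubated 30 min at room temperature with biotinylated H3(1-15)K9me1 peptide (75 nM final), then 30 min with library compounds; streptavidin donor and nickel chelate acceptor beads (10 ug/mL final) added, 30 min dark.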
KinaseGlo FLuc – Kinase-Glo luciferase inhibition (counter-screen); Q27757; Kinase-Glo luciferase, ATP luminescence, 8 min; Potency, µM (titrated, usually from 38.3 µM), inactives show at the top dose activity change, negative = inhibition, usual class: inhibitors; 200,000 compounds, 0.28% hits; further: potency means the concentration at half of the fitted maximal effect; on the % scale 0 is the no-effect control and ±100 the full control effect; nearly all actives have a fitted effect of over 60% in size
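Recombinant Kinase-Glo luciferase, 10 uM ATP (linear range), luciferin; imidazole pH 7.2 / KCl / MgCl2 / Tween / BSA buffer; 8 min RT; luminescence.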
NPSR antagonist – antagonists of human neuropeptide S receptor cAMP signaling | Q6W5P4 | CHO-NPSR cells, cAMP TR-FRET, antagonist mode | Potency, µM (titrated, usually from 38.3 µM), for the others: at the highest dose activity change, negative = inhibition, hits mostly inhibitors | 220,000 compounds, 1% hits | AID 1461; further: potency means the concentration at half of the fitted maximal effect; on the % scale 0 is the no-effect control and ±100 the full control effect; nearly all actives have a fitted effect of over 50% in size; many of its hits are not listed in these tables
CBFb-RUNX1 inh – CBF-beta/RUNX1 interaction disruption; Q01196+Q13951; AlphaScreen CBFb-His/RUNX1-biotin binding, biochemical; Potency, µM (highest dose often 59.8 µM), without a hit: at the highest dose activity, negative = inhibition, usual class: inhibitors; 230,000 tested, under 10 active; AID 1477; further: % of control where 0% means no effect
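Compounds were screened at multiple concentrations against a preformed CBF-beta(His)/RUNX1(biotin) complex (30 nM of each) for 15 min at room temperature, followed by 90 min with nickel and streptavidin beads and AlphaScreen reading.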
* hit, by the source's call; ? = inconclusive; . = no result given; [ ] = another dose, or the depositor's remark. The call rests on the fitted dose curve; in most records, active means well fitted curve in the direction sought with a large enough effect; inconclusive means small, poorly fitted or top-dose-only effect, or another doubt; inactive means no such curve, though single readings can be large; an effect the other way counts as inactive or inconclusive. A portion of the library. The share of hits here may be higher or lower than overall.

Order of values – HTT aggregate | IMPase Li cell | Epigenetic derep | L3MBTL1 block | KinaseGlo FLuc | NPSR antagonist | CBFb-RUNX1 inh
- Cc1ccc(CO/N=C\Cc2snc(Sc3ncc(C(F)(F)F)cc3Cl)c2C#N)cc1
 : 2% | -10%[38.3 µM] | ? | . | -11% | 10µM* | -1%
- COc1ccc(OCC(=O)NNC(=O)C(=O)N2CCCC2)cc1
 : 6% | 3% | -1.1% | 11% | -1% | 9% | 1%
- O=C(Cn1cnc2c(nnn2Cc2ccc(Cl)cc2)c1=O)N1CCCc2ccccc21
 : 5% | 10% | 6.0% | 18% | 0% | -7%[46.1 µM] | 2%
- CC(C)C(=O)N(Cc1cc2ccccc2[nH]c1=O)C(C)(C)C
 : -12% | -5%[38.3 µM] | 0.0% | 0% | -3% | 2%[46.1 µM] | 1%
- CCNC(=O)c1ccc(CSc2ccc(Cl)cc2)cc1
 : -9% | -1% | -0.9% | -5% | -7% | -1% | 11%
- CCN(CC)CCCC(C)NC(=O)c1cccc(S(=O)(=O)N2CCc3ccccc32)c1 (configuration not stated)
 : 1% | 19% | -3.0% | -4% | 2% | -8% | 18%
- CN1CCN(C(=O)C2CCC(CNS(=O)(=O)c3cccc4cccnc34)CC2)CC1 (configuration not stated)
 : -12% | 6%[38.3 µM] | -1.0% | . | -1% | -10%[46.1 µM] | -1%
- O=C(Nc1ccc(F)cc1)C1CCC(CNc2c(N3CCCCC3)c(=O)c2=O)CC1 (configuration not stated)
 : 7%[9.22 µM] | . | -4.3% | . | . | 9% | 13%
- CCOc1ccc(CCNc2nc3ccccc3n3cnnc23)cc1OCC
 : 11%[9.22 µM] | . | 1.0% | -5% | . | 1% | 2%
- CC(=NCc1ccccc1)C1=C(O)COC1=O
 : 10% | 15%[38.3 µM] | -1.9% | 11% | 0% | 10%[46.1 µM] | 2%
- O=c1c(-c2ccnn2-c2ccc(F)cc2)cnc2n1CCS2
 : 12% | 21%[38.3 µM] | -9.4% | . | -4% | -3%[46.1 µM] | -1%
- CC1(C)OC(=O)C(=CNCC(O)c2ccccc2)C(=O)O1 (configuration not stated)
 : 5% | -18%[38.3 µM] | -3.1% | -6% | -6% | 2%[46.1 µM] | 4%
- COc1cc(/C=C2\SC(=S)N(CC(=O)Nc3ccccn3)C2=O)cc(OC)c1OC
 : -4% | 11% | 0.0% | -11% | 2% | ? | ?
- Cc1cc(C)c2cc3c(ccn3C3OC[C@H](O)[C@H](O)[C@H]3O)cc2n1 (some centres not stated)
 : -12% | -2%[38.3 µM] | -0.8% | 0% | -1% | -7%[46.1 µM] | 0%
- O=C1CN(C(=O)CSc2nc3ccccc3c(=O)n2Cc2ccc(F)cc2)c2ccccc2N1
 : 16% | -1% | 0.0% | -16% | -4% | -35% | -1%
- Cc1ccc(CSc2nc3ncccc3[nH]2)cc1
 : -19% | -4%[38.3 µM] | -2.8% | -5% | ? | -8%[46.1 µM] | 3%
- COc1ccc(S(C)(=O)=O)cc1S(C)(=O)=O
 : 5% | 22%[38.3 µM] | -2.1% | -2%[11.4 µM] | 1% | -3%[46.1 µM] | 8%
- CCOC(=O)N1CCN(C(=O)CNC(=O)Cc2ccc(Cl)cc2)CC1
 : -29% | 15%[38.3 µM] | 0.0% | 4% | 3% | 3%[46.1 µM] | 7%
- Cc1ccc(-n2c(SCC(=O)Nc3cc(C)on3)nc3c([nH]c4ccccc43)c2=O)cc1
 : -2% | 20%[38.3 µM] | 0.0% | 10% | 6% | -7%[46.1 µM] | 5%
- CCN1CCN(CCC(=O)Nc2cccc(OC)c2)CC1
 : -1% | -4%[38.3 µM] | 0.0% | 1% | -3% | -2%[46.1 µM] | 7%

The last 3 compounds of the section above lead into the next:
molecule,HTT aggregate,IMPase Li cell,Epigenetic derep,L3MBTL1 block,KinaseGlo FLuc,NPSR antagonist,CBFb-RUNX1 inh
CCOC(=O)N1CCN(C(=O)CNC(=O)Cc2ccc(Cl)cc2)CC1,-29%,15%[38.3 µM],0.0%,4%,3%,3%[46.1 µM],7%
Cc1ccc(-n2c(SCC(=O)Nc3cc(C)on3)nc3c([nH]c4ccccc43)c2=O)cc1,-2%,20%[38.3 µM],0.0%,10%,6%,-7%[46.1 µM],5%
CCN1CCN(CCC(=O)Nc2cccc(OC)c2)CC1,-1%,-4%[38.3 µM],0.0%,1%,-3%,-2%[46.1 µM],7%
O=C(OCC(=O)N1CCN(C(=O)c2ccco2)CC1)c1cccc(S(=O)(=O)N2CCc3ccccc32)c1,-6%,9%,1.3%,-20%,4%,-17%,-7%
COc1ccc(-n2cc(CN(C)CCO)c(-c3cccc(F)c3)n2)cc1,4%[9.22 µM],-14%,-1.1%,-7%,?,-2%,12%
O=c1/c(=C/c2ccco2)sc2nc(-c3ccccc3Br)nn12,32%,-12%[38.3 µM],-0.7%,?,-12%,-27%[46.1 µM],?
CC(C)(C)c1nc(SCC(=O)c2ccccc2)c2ccccc2n1,0%[9.22 µM],13%,-1.0%,38%[activator],-1%,53%,?
COc1ccc(C(=O)[C@]2(C)C=C(c3ccc(OC)cc3)[C@H](C)C2)cc1,.,16%,1.1%,.,3%,.,-7%
CCOC(=O)C1=C(N)Oc2cc(C)oc(=O)c2C1c1cccnc1 (configuration not stated),-11%,5%[38.3 µM],1.5%,5%,2%,-5%[46.1 µM],-6%
COc1ccc(C(C)=O)cc1CSCC(=O)O,18%,-2%,1.7%,5%,2%,10%,11%
CC(C)(C)c1cc(C(C)(C)C)n(-c2ccccc2)n1,22%,5%,-1.9%,7%,-1%,-20%,-6%
CC1CCC(NC(=O)C2CCN(S(=O)(=O)c3ccc4nc5c(c(C(=O)O)c4c3)CC(C)CC5)CC2)CC1 (configuration not stated),7%,-3%,1.5%,.,2%,-9%,-13%
CCCN1C2=NCCN2c2ccccc21,9%[9.22 µM],8%[38.3 µM],-0.5%,2%,0%,6%[46.1 µM],12%
C(=C\c1ccccc1)/CNn1cnnc1,6%,5%,0.0%,11%,-1%,11%,-7%
Cc1ccc2c(c1)C(=O)C(=O)N2CC(=O)Nc1ccccc1NC(=O)c1ccccn1,0%[9.22 µM],.,-1.7%,.,.,-3%,14%
C=C1CSc2nc3ccccc3c(=O)n21,20%,-15%[38.3 µM],-1.1%,.,-1%,-1%[46.1 µM],0%
CC(C)=CCC1=C(OCC(=O)O)C(=O)c2ccccc2C1=O,-16%[9.22 µM],3%,-1.6%,.,-2%[7.66 µM],4%,-5%
Cc1cc2c(N=NC(=O)C3CC3c3ccccc3)c(O)[nH]c2cc1Br (configuration not stated),-5%,7%,-1.1%,-16%,-1%,-20%,-6%
O=[N+]([O-])c1ccc(C(=S)N2CCCC2)cc1,-2%,0%,0.0%,-11%,-1%,11%,-1%
COc1cccc(Cn2c(Oc3ccccc3)nc3c2c(=O)n(C)c(=O)n3C)c1,-28%,25%[38.3 µM],-13%,-8%,-1%,-9%[46.1 µM],-2%
CNC(=O)C(NC(=O)c1ccccc1)=C(C)C,-7%[9.22 µM],.,0.0%,-13%,.,12%,6%
Cc1cc2nc(-c3ccc(SCC(=O)Nc4nccs4)nc3)[nH]c2cc1C,5%,-6%,4.3%,-1%,-10%,-11%,-2%
CC(C)(C)C(=O)COC(=O)c1ccc(O)cc1,7%,-7%,-2.0%,-4%,0%,-3%[46.1 µM],1%

Entries of single compounds as entered above. Order of screens: HTT aggregate | IMPase Li cell | Epigenetic derep | L3MBTL1 block | KinaseGlo FLuc | NPSR antagonist | CBFb-RUNX1 inh
`CCCN1C2=NCCN2c2ccccc21` in the list: 9%[9.22 µM] | 8%[38.3 µM] | -0.5% | 2% | 0% | 6%[46.1 µM] | 12%
`CC1CCC(NC(=O)C2CCN(S(=O)(=O)c3ccc4nc5c(c(C(=O)O)c4c3)CC(C)CC5)CC2)CC1` (configuration not stated) in the list: 7% | -3% | 1.5% | . | 2% | -9% | -13%

The results go on:
molecule,HTT aggregate,IMPase Li cell,Epigenetic derep,L3MBTL1 block,KinaseGlo FLuc,NPSR antagonist,CBFb-RUNX1 inh
CCC(=O)Nn1c(C)nnc1C,7%,2%[38.3 µM],-0.7%,6%,-1%,6%[46.1 µM],1%
CC(C)C(C)/C=C/C(C)C1CCC2C3=CCC4CC(=O)CC[C@@]4(C)C3CC[C@]21C (some centres not stated),.,0%,0.4%,.,0%,.,.
CCCCc1c(C)[nH]c(=S)[nH]c1=O,1%[9.22 µM],.,0.9%,.,.,7%,6%
Cc1cc(Nc2ccccc2)n(-c2cccc(Cl)c2)n1,?,46%[activator][38.3 µM],-0.1%,.,-5%,-9%[46.1 µM],8%
Cc1cccc(N2C(=O)c3cccc4c(N(C)CCO)ccc(c34)C2=O)c1,?,7%[38.3 µM],3.1%,19%,4%,1%[46.1 µM],26%
COc1ccccc1CC(=O)N1CCN(c2ccccn2)CC1,5%,-5%[38.3 µM],2.0%,9%,-2%,-2%[46.1 µM],1%
O=C(O)CNC(=O)c1ccc(Sc2ccccc2)c([N+](=O)[O-])c1,2%,-3%,-0.2%,4%,-1%,7%,4%
